High-throughput results: PubChem, several laboratories
CAL PDZ FP-1: inhibitors of human CAL PDZ peptide binding; Q9HD26; purified CAL PDZ, TMR-peptide fluorescence polarization, 1 h; inhibition, % at 20 µM; 330,000 tested, 0.02% active; AID 504414;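 active = highest replicate inhibition of at least 40%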;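 note: plate controls were DMSO neutral control wells for no effect and unlabeled competitor peptide control wells for full effect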
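Material – purified CerCALP PDZ construct · Detection – FP readout, S and P plane fluorescence · Measure – percent inhibition from loss of millipolarization · Controls – unlabelled peptide for full inhibition, DMSO wells as neutral · Probe or stimulus – TMR-labelled reporter peptide T*-PRC34 bound in PDZ groove · Times – 1 h at RT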
DAGLB inh: diacylglycerol lipase beta (human) inhibition | inhibition, % at 5.17 µM | HEK293T DAGLB membrane lysate, EnzChek fluorogenic substrate | 340,000 tested, 0.059% active | AID 504411; in the data active = inhibition above about 34%;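 note: 0% = enzyme with vehicle and 100% = wells lacking enzyme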
Target sequence (Q8NCG7 whole entry, looked up): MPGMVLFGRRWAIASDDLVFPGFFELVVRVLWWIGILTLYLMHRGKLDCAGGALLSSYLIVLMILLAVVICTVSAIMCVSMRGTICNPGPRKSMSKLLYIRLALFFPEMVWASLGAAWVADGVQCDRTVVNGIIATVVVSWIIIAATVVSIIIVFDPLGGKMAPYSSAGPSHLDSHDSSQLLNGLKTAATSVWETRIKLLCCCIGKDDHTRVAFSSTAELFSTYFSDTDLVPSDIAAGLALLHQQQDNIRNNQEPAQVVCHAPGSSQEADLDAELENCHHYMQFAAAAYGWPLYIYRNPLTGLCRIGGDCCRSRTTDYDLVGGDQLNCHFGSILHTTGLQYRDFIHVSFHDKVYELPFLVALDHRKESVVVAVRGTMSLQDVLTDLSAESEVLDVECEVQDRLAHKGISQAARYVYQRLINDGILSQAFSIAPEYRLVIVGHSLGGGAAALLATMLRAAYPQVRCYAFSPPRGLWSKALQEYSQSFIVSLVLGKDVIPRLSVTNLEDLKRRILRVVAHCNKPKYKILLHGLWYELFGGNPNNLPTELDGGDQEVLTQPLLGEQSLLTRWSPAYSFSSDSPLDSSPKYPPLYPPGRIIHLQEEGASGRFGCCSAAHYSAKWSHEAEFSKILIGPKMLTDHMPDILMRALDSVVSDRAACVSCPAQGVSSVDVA
SR-BI DiI-HDL act: enhances SR-BI lipid uptake from DiI-HDL | 320,000 tested, 0.096% active | activation, % at 12.5 µM | CHO ldlA[mSR-BI] cells, DiI-HDL uptake fluorescence, 3 h; 100 = double the neutral-control signal;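 active = mean replicate activation of at least 60% and every replicate at or above 60%; inconclusive = mean or all-replicate condition met, but not both; inactive = mean below 60% and not all replicates reaching 60%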;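 note: 0% = median plate neutral-control signal and 100% = twice that signal; values of inactives mirror those of a sister screen read the other way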
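Material: SR-BI-overexpressing, LDLR-lacking CHO cells | Dosing: Single compound concentration, delivered by pin transfer | Probe or stimulus: Labelled HDL, 10 µg/mL | Signal: Bottom-read cell fluorescence after medium removal, ex 550/em 595 nm | Schedule: 3 h, 37 °C | Evaluation: HDL uptake via cellular fluorescence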
CAL PDZ FP-2: blocks peptide binding to the human CAL PDZ domain; Q9HD26; purified CAL PDZ, TMR-peptide fluorescence polarization, 1 h; inhibition, % at 24.9 µM; 300,000 tested, 0.92% active; AID 602252;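 active = mean inhibition of at least 30% with at least half of replicates also reaching 30%; inconclusive = no clear call, values can overlap the other calls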;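 note: 0% = DMSO neutral control and 100% = excess unlabeled competitor peptide PRC23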
Keap1-Nrf2 PPI: disrupts human Keap1 binding to Nrf2 peptide; Keap1 Kelch-Nrf2 peptide fluorescence polarization, 1536-well; Q14145; 340,000 tested, 0.15% active; AID 504523; inhibition, % at 9.4 µM; in the data active = inhibition above about 12%; inconclusive = no clear call, values can overlap the other calls; inactive = below about 7.3%;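 note: human Keap1 Kelch domain with fluorescein labeled Nrf2 9mer peptide probe; 0% = neutral control wells and 100% = peptide positive control; higher means more block of Keap1 binding to Nrf2 peptide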
cardiac RTF act: cardiac RTF calcium sensitization. P19429+P45379. IANBD-labeled TnC RTF fluorescence at EC20 calcium; 0% EC20 calcium, 100% full calcium. AID 493008. 340,000 tested, 0.24% active. activation, % at 7.2 µM;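 active = activation above the mean over all tested compounds plus 3 SD, cut at about 30% in these data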;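 note: rise in fluorescence read as greater calcium sensitivity of cardiac thin filaments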
C-LANA FP: KSHV C-LANA DNA binding inhibition | MBP-C-LANA/FAM-LBS DNA binding, fluorescence polarization | inhibition, % at 9 µM | 340,000 tested, 0.078% active | AID 504423;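 active = highest replicate inhibition at or above 60% at 9 µM, even if other replicates fall short; inactive = all replicates below 60% inhibition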;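 note: 0% = neutral control wells and 100% = 4 µM acridine orange control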
PKA-R2B activ: activators of human PKA-R2B complex; P22694+P31323; PKA-R2B holoenzyme dissociation, Cy5-IP20 fluorescence polarization; R2B truncated from residue 108, S112A mutant; 0% DMSO only, 100% 113 µM cGMP; activation, % at 11.4 µM; 340,000 tested, 0.079% active;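 active = activation above a cutoff set at the mean over all compounds plus 3 SD, cut at about 18% in these data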;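 note: higher means more holoenzyme dissociation and a rise in polarization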
Target sequence (P31323 whole entry, looked up, other chains not shown, the tested form may be a part): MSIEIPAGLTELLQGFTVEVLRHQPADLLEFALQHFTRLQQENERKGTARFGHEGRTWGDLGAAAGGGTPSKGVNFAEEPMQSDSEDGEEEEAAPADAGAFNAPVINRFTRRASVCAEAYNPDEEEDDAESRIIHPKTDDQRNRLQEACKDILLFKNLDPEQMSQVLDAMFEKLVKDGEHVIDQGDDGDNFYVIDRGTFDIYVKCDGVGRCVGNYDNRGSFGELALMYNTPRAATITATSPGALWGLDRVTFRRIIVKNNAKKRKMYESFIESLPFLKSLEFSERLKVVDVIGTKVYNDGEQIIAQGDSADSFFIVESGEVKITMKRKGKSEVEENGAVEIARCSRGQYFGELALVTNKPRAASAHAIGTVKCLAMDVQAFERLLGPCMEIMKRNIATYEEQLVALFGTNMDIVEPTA
Cardiac RTF inh: cardiac RTF calcium desensitization. IANBD-labeled cardiac RTF, Ca2+ fluorescence. inhibition, % at 7.15 µM. 340,000 tested, 0.12% active. AID 493244;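 active = inhibition above the mean inhibition of all tested compounds plus 3 SD, cut at about 17% in these data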;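 note: assay run at fixed EC70 calcium of 1.6 mM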
Rtt109 HAT inh: inhibitors of Candida albicans Rtt109/Vps75 histone acetyltransferase; Q5AAJ8; purified Rtt109/Vps75, ThioGlo CoA-SH fluorescence, 4 h; inhibition, % at 34.9 µM; 330,000 tested, 0.16% active; AID 540336;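 active = inhibition of at least 50% in every replicate; inconclusive = best replicate reaches 50% inhibition but some replicates fall short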
* marks the source's active call; other numbers are inactive results; ? = inconclusive; . = not tested or not shown.

SMILES | CAL PDZ FP-1 | DAGLB inh | SR-BI DiI-HDL act | CAL PDZ FP-2 | Keap1-Nrf2 PPI | cardiac RTF act | C-LANA FP | PKA-R2B activ | Cardiac RTF inh | Rtt109 HAT inh
O=C(OCC(=O)c1ccc(Cl)cc1Cl)c1cnccn1 | 0.0 | 1 | . | -4 | -4 | 1 | 1.2 | 4 | 0 | -4
CN(Cc1cccc(F)c1)CC(O)COCc1ccccc1Cl (stereo not given) | -1.5 | -4 | 21 | . | -6 | 1 | 0.2 | -8 | -7 | 4
O=C(CSc1nnc(-c2ccco2)o1)Nc1cccc([N+](=O)[O-])c1 | -0.2 | 2 | 11 | 8 | -4 | 0 | -0.1 | -6 | -1 | 7
COC(=O)c1cc(=O)n(CCc2ccccc2)c(=Nc2ccc(F)cc2)s1 | 0.1 | -5 | -55 | -2 | 3 | 1 | 0.2 | 5 | -11 | 3
Cc1cccc(NC(=O)CCN2CCCC(C)C2)c1 (stereo not given) | 0.5 | 0 | 21 | 0 | 2 | 7 | 0.7 | 11 | 59* | 4
COc1ccc(C(=O)CSc2nnc(NC(=O)C3CC(=O)N(c4cccc(OC)c4)C3)s2)cc1 (stereo not given) | 1.0 | 2 | -11 | 4 | -2 | 0 | -0.2 | -12 | -4 | 5
Cc1c(Cl)cccc1NC(=S)N1CCOCC1 | 0.0 | -2 | -4 | -8 | 1 | -4 | -0.7 | 11 | -1 | .
O=C(NCc1ccccc1)c1cccc(NC(=O)C2CCCCC2)c1 | -1.4 | -3 | 0 | -2 | -4 | -4 | -1.5 | 8 | -1 | 6
N#Cc1ccc(OCC(=O)NNC(=O)C2CCCCC2)cc1 | -2.2 | -4 | . | -20 | -3 | -2 | 1.5 | 3 | -10 | .
O=C(CC1C(=O)OCN1C(=O)OCc1ccccc1)OCC(=O)c1ccccc1 (stereo not given) | -0.2 | 0 | 32 | . | -6 | -6 | -1.8 | -4 | 0 | 7
COc1cccc(C=O)c1OC(=O)N1CCOCC1 | 0.1 | -2 | 17 | -4 | -1 | 0 | -2.4 | 0 | -6 | -7
Cc1[nH]c(=O)[nH]c(=O)c1S(=O)(=O)N(CC(C)C)CC(C)C | -0.3 | . | 1 | 1 | -3 | . | 0.0 | . | . | -2
CCOC(=O)CCCCCC(=O)Nc1ccc2c(c1)CC(=O)N([C@@H](C)CO)C[C@H](C)[C@@H](CN(C)C(=O)Nc1ccc3c(c1)OCO3)O2 | 0.1 | -2 | 18 | -3 | -4 | -5 | 2.8 | 1 | -20 | 3
Cc1ccc(OCC(=O)NCCCNC(=O)c2ccncc2)cc1 | -1.5 | 1 | -2 | 4 | -1 | -4 | -0.6 | -5 | -19 | -4
Cc1cccc(N2C(=O)CC(Sc3nc(C)c4c(n3)CCCC4)C2=O)c1 (stereo not given) | . | 1 | -5 | -6 | -1 | 8 | 2.7 | -1 | -11 | 19
O=C(c1ccc2ccccc2c1)C1CCCN(C(=O)c2cccnc2)C1 (stereo not given) | -1.2 | -2 | 11 | -2 | 0 | 1 | -0.5 | 3 | -2 | 3
NNC(=O)c1nn(-c2ccc(Cl)cc2)ccc1=O | -0.4 | -1 | 33 | -3 | 3 | 0 | -0.5 | -2 | -14 | 2
Cc1ccc(CN2CCN(/N=C/c3cccnc3)CC2)cc1 | -0.5 | -3 | 6 | -2 | -3 | 9 | 1.0 | -6 | -3 | 0
O=C(COC(=O)c1ccc(Cl)c(S(=O)(=O)N2CCCCC2)c1)NCC1CCCCC1 | -2.0 | -6 | . | -20 | 0 | -3 | -0.7 | 3 | -5 | 9
Cc1cnc(C(=O)OCC(=O)c2ccc[nH]2)cn1 | -2.4 | 1 | 13 | -4 | -1 | -2 | 0.9 | 6 | -3 | -6
CCOC(=O)CC(=O)CSc1nc(C)cc(C)c1C#N | -1.9 | 1 | 21 | 39* | -6 | -1 | 1.2 | -4 | 4 | -6
CC(C)C/C=C1\CCc2c([nH]c3ccccc23)C1=O | -1.7 | -2 | 6 | -3 | -4 | 10 | 2.0 | -4 | 13 | -5
CCOC(=O)CNc1c(-c2ccc(O)cc2)nc2ccccn12 | 0.1 | 0 | 14 | -2 | 0 | -1 | 0.1 | -5 | -1 | 15
CC(=O)OCC1OC(OCc2cn(C[C@H]3CC[C@H](Cn4cc(COC5OC(COC(C)=O)C(OC(C)=O)C(OC(C)=O)C5OC(C)=O)nn4)O3)nn2)C(OC(C)=O)C(OC(C)=O)C1OC(C)=O (stereo not given in full) | 1.5 | -1 | 4 | 1 | 1 | -5 | 1.0 | 1 | 8 | -8
CN1C(=O)/C(=C\C(=O)c2cccs2)c2ccccc21 | 0.1 | 3 | -1 | -3 | -13 | 6 | 1.1 | -4 | 8 | -1
The list goes on.
SMILES | CAL PDZ FP-1 | DAGLB inh | SR-BI DiI-HDL act | CAL PDZ FP-2 | Keap1-Nrf2 PPI | cardiac RTF act | C-LANA FP | PKA-R2B activ | Cardiac RTF inh | Rtt109 HAT inh
Cc1ccc(NS(=O)(=O)c2csc(C(N)=O)c2)cc1C | . | 0 | 11 | -7 | 1 | 0 | 0.8 | 3 | -6 | 4
CCC1(C)Cc2c(sc3nc4n(c(=O)c23)CCCS4)CO1 (stereo not given) | -3.2 | 1 | -47 | 2 | -2 | 4 | -1.0 | -6 | -1 | -4
CC(C)(C)c1ccc(-c2nnc(SCCN3C(=O)c4ccccc4C3=O)o2)cc1 | 0.2 | -17 | 7 | -4 | -1 | -5 | 0.5 | -4 | 2 | 3
CC(=O)Nc1ccc(S(=O)(=O)NC2(C(F)(F)F)C(=O)Nc3c2c(=O)[nH]c(=O)n3Cc2cccnc2)cc1 (stereo not given) | -2.3 | -1 | -1 | 0 | -9 | 11 | 0.4 | -6 | -7 | -9
Cc1nnc(SCC(=O)NCCOc2ccc(Cl)cc2)n1-c1ccccc1 | -0.3 | 2 | -4 | -3 | -3 | -3 | 1.6 | 12 | 2 | 7
Oc1ccc(/C=N/Nc2ncc(Br)cn2)c(O)c1 | 0.2 | 2 | -12 | 1 | -2 | -4 | 0.0 | -14 | -6 | 1
CCOC(=O)Cc1csc(SCC(=O)N(CC(C)C)c2c(N)n(Cc3ccccc3)c(=O)[nH]c2=O)n1 | -1.2 | 0 | 6 | -4 | -3 | -6 | -0.1 | 9 | 0 | 1
O=C(CSc1ncnc2c(-c3ccc(Cl)cc3)nsc12)c1ccccc1 | -1.5 | -3 | -21 | 1 | -3 | 0 | 0.3 | -7 | 2 | 2
O=C(NCc1ccccn1)c1ccc(NS(=O)(=O)c2cccc([N+](=O)[O-])c2)cc1 | 0.0 | 1 | 19 | 2 | -1 | -2 | -0.2 | 3 | -5 | 3
Cc1cc(SCc2ccccc2C)nc(=O)[nH]1 | -3.5 | -5 | 23 | -4 | 1 | 9 | -0.9 | -5 | 2 | 7
CCCOc1ccc(C(=O)NCC2OCCc3ccccc32)cc1OC (stereo not given) | . | -4 | -65 | -1 | 0 | 0 | -2.6 | 0 | 0 | 4
[N-]=[N+]=N[C@@H](CCN1CC[C@H](O)CCC1=O)c1ccccc1 | 0.3 | 0 | -6 | 4 | 2 | 1 | -1.4 | -3 | -2 | 6
O=C(NCCS(=O)(=O)NC1CCCCC1)c1ccccc1 | -1.1 | -3 | 8 | -3 | ? | -4 | -1.7 | -6 | -2 | -3
COc1ccc(/C=N\NC(=O)c2cc(OCC(F)(F)F)ccc2OCC(F)(F)F)cc1 | . | 0 | -52 | -11 | -2 | 1 | 1.4 | -10 | -5 | -3
O=C(C1=C[C@H](c2ccc(C(F)(F)F)cc2)C[C@H](OCCCCO)O1)N1CCOCC1 | -0.1 | 0 | 2 | -4 | -2 | 2 | -1.9 | -4 | -8 | -18
COc1ccc(Cn2c(C)c(C)c(C#N)c2NC(=O)Nc2cccc(C)c2)cc1 | -1.7 | 2 | 2 | 0 | -5 | -7 | -0.6 | 6 | -8 | 4
CC(C)c1ccc2[nH]c(O)c(N=NC(=O)c3cccc(S(=O)(=O)N4CCCCC4)c3)c2c1 | -3.5 | 4 | 4 | -5 | 4 | -15 | -1.6 | 11 | -1 | 9
CCCOC(=O)c1ccc(NC(=O)c2cc(Cl)ccc2OC)cc1 | -1.0 | -9 | -58 | -3 | -2 | 3 | -0.5 | -5 | -8 | -7
CCC(=O)Nc1ccc(C(=O)Nc2cccnc2)cc1 | -0.6 | 0 | -8 | . | 4 | -2 | -0.1 | 0 | 3 | 4
CCC(C)(C)C1CCc2[nH]nc(C(=O)N/N=C(\C)c3ccco3)c2C1 (stereo not given) | -0.2 | -1 | -35 | . | -2 | 4 | 0.8 | -8 | -8 | -1
O=C(O)CCC(=O)Nc1ccc(Cc2ccc(NC(=O)CCC(=O)O)cc2)cc1 | -1.4 | 2 | 25 | -1 | 1 | -14 | -0.4 | -6 | -5 | -21
CCOc1cc2[nH]c(=S)n(Cc3ccc(C(=O)O)cc3)c(=O)c2cc1OCC | -3.1 | 2 | 11 | -12 | 3 | 1 | 0.6 | -8 | -2 | 1
CC1CC(=O)c2c(cc3c(-c4c(O)cc(O)c5c(O)c6c(cc45)OC(C)CC6=O)c(O)cc(O)c3c2O)O1 (stereo not given) | -0.1 | 26 | -117 | 0 | -1 | 3 | 36 | -2 | -5 | 3
CCOC(=O)C(C)Oc1cccc2c(=O)n(CC(=O)NCc3ccccc3)ccc12 (stereo not given) | 0.2 | 1 | 17 | -5 | 4 | 1 | -1.3 | -7 | -1 | -9
O=C(CN1C(=O)C2C3C=CC(C3)C2C1=O)Nc1ccc2c(c1)OCCO2 (stereo not given) | -0.2 | -1 | 8 | -3 | 2 | -1 | 0.4 | -8 | 2 | 4
Cc1cccc2c(C(=O)Nc3ccc(Br)cc3)cc(-c3ccccn3)nc12 | 0.1 | 0 | -17 | -5 | -6 | -3 | 2.8 | 4 | -1 | -3
CCOC(=O)c1nnc(-c2ccccc2)nc1Oc1ccc(Cl)cc1 | -3.7 | -1 | -9 | -1 | 2 | 6 | 1.2 | 6 | -10 | -4

Part of the list above in order of length of the SMILES, lowest first.
SMILES | CAL PDZ FP-1 | DAGLB inh | SR-BI DiI-HDL act | CAL PDZ FP-2 | Keap1-Nrf2 PPI | cardiac RTF act | C-LANA FP | PKA-R2B activ | Cardiac RTF inh | Rtt109 HAT inh
CCC1(C)Cc2c(sc3nc4n(c(=O)c23)CCCS4)CO1 (stereo not given) | -3.2 | 1 | -47 | 2 | -2 | 4 | -1.0 | -6 | -1 | -4
CCOC(=O)c1nnc(-c2ccccc2)nc1Oc1ccc(Cl)cc1 | -3.7 | -1 | -9 | -1 | 2 | 6 | 1.2 | 6 | -10 | -4
[N-]=[N+]=N[C@@H](CCN1CC[C@H](O)CCC1=O)c1ccccc1 | 0.3 | 0 | -6 | 4 | 2 | 1 | -1.4 | -3 | -2 | 6
